Assay outcomes deposited in PubChem BioAssay by several laboratories.
NS5 inhibitors: flavivirus cap methylation enzyme inhibition – biochemical, confirmation dose response, primary screen (AID 588689); Dengue-2 NS5 methyltransferase capping enzyme assay, biochemical; higher % means a stronger effect; inhibition, % at 25 µM; hits with a dose series show IC50 in µM; actives 0.3% (n = 340,000); in the data active = a potency from the dose series
NTR1 agonist: agonists of NTR1, primary screen, imaging, U2OS cells, beta-arrestin-GFP, high content (AID 493036); actives 0.17% (n = 330,000); activation, % at 20 µM; NTR1-U2OS beta-arrestin-GFP spot imaging, agonist mode;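 active = activation at or above 40% of the spot to cytoplasm intensity ratio, with at least 20 cells analyzed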;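 also: 0% = DMSO without peptide and 100% = 100 nM NTR1 peptide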
Target sequence (P30989 whole entry, looked up): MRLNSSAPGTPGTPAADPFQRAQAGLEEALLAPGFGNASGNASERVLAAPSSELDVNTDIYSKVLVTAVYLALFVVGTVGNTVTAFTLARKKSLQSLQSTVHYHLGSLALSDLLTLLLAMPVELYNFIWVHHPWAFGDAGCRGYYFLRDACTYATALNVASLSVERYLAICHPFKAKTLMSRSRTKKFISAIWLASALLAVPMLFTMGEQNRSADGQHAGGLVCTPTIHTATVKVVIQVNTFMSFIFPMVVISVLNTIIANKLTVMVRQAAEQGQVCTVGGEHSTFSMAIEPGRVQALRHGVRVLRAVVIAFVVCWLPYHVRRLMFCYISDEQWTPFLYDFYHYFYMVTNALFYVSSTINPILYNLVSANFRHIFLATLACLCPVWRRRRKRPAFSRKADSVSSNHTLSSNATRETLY
UTI89 phage lysis: protection from phage-mediated lysis, alamar blue read-out – E. coli UTI89, K1F phage, bacterial capsule biogenesis inhibitors (AID 488966). E. coli UTI89 K1F phage lysis, alamar blue, 2 h; higher % means a stronger effect. inhibition, % at 100 µM; hits with a dose series show IC50 in µM. actives 0.02% (n = 340,000);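 active = phage lysis inhibition, versus mean bacterial control, above a set limit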;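 also: capsule biogenesis inhibitors block K1F phage lysis so surviving cells raise fluorescence; higher fluorescence means more inhibition of phage lysis; actives were called in the ten point dose series up to 300 µM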
NTR1 agonist cell count 20 µM: further read-out of NTR1 agonist, marked with its call; cell count; measured here: cell count, cytotoxicity flag
NS5 inhibitors pilot replicate: recorded beside NS5 inhibitors, whose call it bears; inhibition, %; measured here: pilot screen replicate inhibition
* marks the source's active call; other numbers are inactive results; i = inactive; [ ] = remark or other dose.

SMILES	NS5 inhibitors	NTR1 agonist	NTR1 agonist cell count 20 µM	UTI89 phage lysis	others
Cc1ccc(NC(=O)CN(C)C(=O)c2cc(-c3cccs3)nn2-c2ccccc2)cc1	-5%	-0.9	66	-0.1%[50 µM]
O=C(CCCOC(=O)c1cccnc1Cl)c1ccc(Br)cc1	-1%	1.4	52	0.4%
O=C1N[C@@H](Cc2ccccc2)COC(=O)[C@@H](Cc2ccc(F)cc2)CC/C=C/C[C@H]1CC(=O)N(CCO)Cc1ccccc1	-1%	22	60	-0.3%
CCN1C(=O)[C@H]2[C@@H](c3ccc(-c4ccc(F)cc4)cc3)N3CCCC[C@@]3(C(=O)OC)[C@H]2C1=O	3%	8.1	45	1.4%
CC(C)(C)c1ccc(OCCC(=O)NCC(c2cccs2)N2CCOCC2)cc1 (configuration not stated)	-1%	4.3	53	0.0%[50 µM]
CC(=O)c1ccc(NC(=O)C(C)O/N=C(\N)c2ccccc2)cc1 (configuration not stated)	-11%	1.4	54	1.5%[50 µM]
CCN(C(=O)CSc1n[nH]c(-c2ccccc2)n1)c1c(N)n(Cc2ccccc2)c(=O)[nH]c1=O	-7%	2.1	72	0.5%[50 µM]
CC[C@@]1(C(=O)OC)N[C@H](CN(C)C(=O)COC)[C@@H]2C(=O)N(C)C(=O)[C@@H]21	3%	-2.3	52	-0.1%	NS5 inhibitors pilot replicate=-0.6
CCN(CC)C(=O)[C@H]1CC(CC(=O)NCC23CC4CC(CC(C4)C2)C3)C(=O)N2CCc3c([nH]c4ccc(OC)cc34)[C@]12C (some centres not stated)	3%	7.9	57	0.2%	NS5 inhibitors pilot replicate=-0.6
CC(C)(Sc1ccc(CCN(CCCCC2CCCCC2)C(=O)NC2CCCCC2)cc1)C(=O)O	3%	6.8	40	-6.8%
CCn1c(SCc2ccccc2)nc2ccccc2c1=O	9%	8.5	66	0.8%
Cc1[nH]c2ccccc2c1C(=O)C(C)Sc1nnc(C2CC2)o1 (configuration not stated)	4%	-2.6	59	0.4%[50 µM]
CC1(c2nnc(Cc3ccccc3)o2)CC(c2c(Cl)cccc2Cl)=NO1 (configuration not stated)	-1%	0.2	56	1.7%
Cc1noc(C)c1NC(=O)N(C)C[C@H]1Oc2c(NS(=O)(=O)c3cccs3)cccc2C(=O)N([C@H](C)CO)C[C@@H]1C	2%	-1.8	51	-0.7%
Cc1ccc(S(=O)(=O)Nc2cccc3c2O[C@H](CN(C)C(=O)Nc2cccc4ccccc24)[C@H](C)CN([C@H](C)CO)C3=O)cc1	2%	2.3	58	0.7%
O=C1C=C(c2ccc(-c3ccccc3)c(F)c2)C[C@@H](c2ccc3c(c2)OCO3)C1	-4%	0.8	53	-0.4%
C#CCOCCOCCOCCNc1nc(N2CCN(C(=O)[C@H](CC(N)=O)n3cc(C(N)[C@@H](C)CC)nn3)CC2)nc(N2CCN(C(=O)[C@H](CCC(=O)O)n3cc([C@@H](N)CCCCN)nn3)CC2)n1 (some centres not stated)	-9%	-0.8	64	0.1%
COc1ccc(C(CNC(=O)c2cccc(S(=O)(=O)Nc3ccccc3Cl)c2)N2CCOCC2)cc1 (configuration not stated)	1%	18	74	-0.7%[50 µM]
COc1ccc(S(=O)(=O)N2CCCC2CNC(=O)C(=O)Nc2cccc(F)c2)cc1 (configuration not stated)	-4%	-0.9	72	-1.4%
CC[C@@]1(C(=O)OC)N[C@H](CN(C)S(=O)(=O)c2ccc(C(C)(C)C)cc2)[C@@H]2C(=O)N(C)C(=O)[C@@H]21	-2%	2.3	48	-0.3%	NS5 inhibitors pilot replicate=0.0

Reprinted at random: two compounds from above.
SMILES	NS5 inhibitors	NTR1 agonist	NTR1 agonist cell count 20 µM	UTI89 phage lysis	others
O=C1N[C@@H](Cc2ccccc2)COC(=O)[C@@H](Cc2ccc(F)cc2)CC/C=C/C[C@H]1CC(=O)N(CCO)Cc1ccccc1	-1%	22	60	-0.3%
Cc1ccc(NC(=O)CN(C)C(=O)c2cc(-c3cccs3)nn2-c2ccccc2)cc1	-5%	-0.9	66	-0.1%[50 µM]

The listing continues:
SMILES	NS5 inhibitors	NTR1 agonist	NTR1 agonist cell count 20 µM	UTI89 phage lysis	others
O=S(=O)(Nc1ccc(-c2ccc3nncn3n2)cc1)c1ccccc1F	-4%	0.3	48	1.1%[50 µM]
CCCCn1c(N)c(N(CCOC)C(=O)C2CCN(S(=O)(=O)c3ccc(C)c(C)c3)CC2)c(=O)[nH]c1=O	1%	-1.3	73	1.8%[50 µM]
COc1ccc(NS(=O)(=O)c2c(F)cccc2F)cc1S(=O)(=O)N1CCOCC1	-4%	1.5	55	0.3%[50 µM]
O=C(NCc1cccnc1)c1ccc(S(=O)(=O)Nc2ccccc2)cc1	-8%	0.1	76	1.1%[50 µM]
COCCN(C(=O)COC(=O)c1cc2c(s1)CCC2)c1c(N)n(Cc2ccccc2)c(=O)[nH]c1=O	-13%	-1.3	49	-0.4%
CN1C(C(=O)Nc2ccc(C(=O)O)cc2)=C(O)c2ccccc2S1(=O)=O	1%	4.7	50	0.2%[50 µM]
CCOC(=O)C1=CN(Cc2ccco2)S(=O)(=O)NC1c1ccc(F)c(Cl)c1 (configuration not stated)	-1%	0.6	59	0.1%	NS5 inhibitors pilot replicate=-0.6
CSCCC(NC(=O)COc1ccccc1)C(=O)OCCOc1ccc(C)cc1 (configuration not stated)	-7%	-0.6	56	-0.1%[50 µM]
CCN(Cc1ccccc1)S(=O)(=O)CCNC(=O)c1ccccc1	-1%	1.0	53	-0.3%
COc1ccc(N2CC(C(=O)Nc3cccc(S(=O)(=O)N4CCCC4)c3)CC2=O)c(OC)c1 (configuration not stated)	8%	-0.7	91	1.4%[50 µM]
O=C(CCN1C(=O)c2cccc([N+](=O)[O-])c2C1=O)NC1CCCCCC1	11%	4.7	41	i
COCCN(C(=O)c1ccc(N2CCCC2=O)cc1)c1c(N)n(Cc2ccccc2)c(=O)[nH]c1=O	-4%	-2.7	42	0.1%[50 µM]
NC(CS(=O)O)C(=O)O (configuration not stated)	-1%	-0.1	48	3.5%
CC(C)CN(C(=O)c1ccc2c(c1)OCCO2)c1c(N)n(Cc2ccccc2)c(=O)[nH]c1=O	-9%	-0.2	62	-0.1%[50 µM]
Cc1cc(-n2c(C)cc(C(=O)CSc3ccccn3)c2C)no1	-8%	2.7	45	-1.1%
CCOC(=O)N1CCN(C(=O)CSc2nc(=O)n3cc(C)ccc3n2)CC1	-1%	0.5	69	1.5%[50 µM]
c1ccc(C[C@H]2CNCCN2CCc2cccc3ccccc23)cc1	-7%	1.5	81	5.6%
CC(=O)Nc1ccc(S(=O)(=O)NCC(=O)OCC(=O)N2CC(C)OC(C)C2)cc1 (configuration not stated)	-3%	0.4	60	1.2%[50 µM]
COc1cccc(NC(=O)CN(C)C(=O)CSc2ccc3c(c2)OCCO3)c1	-10%	0.1	44	0.0%[50 µM]
Cc1ccc(S(=O)(=O)NCC(=O)OCC(=O)NCCc2ccccc2)cc1	-11%	0.0	45	3.7%[50 µM]
COc1ccc([C@H]2CC(=O)C=C(c3ccc(Cl)c(Cl)c3)C2)cc1	-6%	1.3	54	0.0%
Cc1c(NC(=O)COC(=O)/C=C/c2ccccc2Br)c(=O)n(-c2ccccc2)n1C	-6%	-1.0	54	0.5%[50 µM]
CCCCN(C(=O)CSCC(=O)Nc1cccc(C)c1)c1c(N)n(Cc2ccccc2)c(=O)[nH]c1=O	-2%	-0.6	57	-0.2%
CN(CC(=O)Nc1ccc(F)cc1)C(=O)COC(=O)C1CCN(c2ccc(C(F)(F)F)cn2)CC1	3%	2.2	43	-0.4%[50 µM]
CCOc1ccc(C(=O)NCC(=O)NCC(c2ccc(OC)cc2)N2CCOCC2)cc1OCC (configuration not stated)	-3%	-0.7	78	0.9%[50 µM]
CNC(=O)c1c(NC(=O)CS(=O)(=O)c2ccccc2)sc(C)c1C	-2%	-0.3	49	1.5%[50 µM]
CCOc1ccc(CCNC(=O)CSCC(=O)Nc2ccc(OC)cc2)cc1OCC	-7%	-0.5	64	0.2%[50 µM]
COc1ccc(/C=C/C(=O)OCC(=O)N2CCc3ccccc32)cc1	5%	-0.5	66	0.6%[50 µM]
O=C1C=CC(=O)N1	-4%	-1.7	59	-16%
CCCCOc1ccc(C(=O)NCC(=O)NCc2ccncc2)cc1	-8%	0.4	72	-1.4%
COc1ccccc1N(C)S(=O)(=O)c1ccc(C)c(C(=O)Nc2nccs2)c1	-2%	0.3	77	0.5%[50 µM]
CC(=O)NC(CC(=O)NNC(=O)C(C)Oc1ccccc1F)c1ccccc1 (configuration not stated)	4%	-0.5	44	0.5%[50 µM]
Cc1cc(C(=O)COC(=O)c2cc(Cl)c(O)c(Cl)c2)c(C)n1C	8%	-1.2	51	-0.7%[50 µM]
CC(=O)Nc1ccc(S(=O)(=O)NNC(=O)CCC(=O)NCc2ccccc2)cc1	5%	3.1	51	0.2%[50 µM]
Cc1ccc(C(=O)NCC(c2ccco2)N2CCCCC2)s1 (configuration not stated)	-3%	0.4	50	0.6%[50 µM]
Cc1ccccc1OC(=O)c1cccc(S(=O)(=O)N2CCN(C)CC2)c1	-3%	2.7	47	-1.0%
COc1ccc(C2CC(=O)Oc3cc(C)cc(C)c32)cc1 (configuration not stated)	-1%	-0.3	70	0.0%	NS5 inhibitors pilot replicate=-2.7
CCCOc1ccc(C(=O)Nc2ccc(S(=O)(=O)N3C[C@@H]4C[C@@H](C3)c3cccc(=O)n3C4)cc2)cc1	0%	6.7	58	4.0%
Cc1ccc(S(=O)(=O)/N=C(/Nc2ccc([N+](=O)[O-])cc2[N+](=O)[O-])c2ccccc2)cc1	3%	0.3	49	-3.5%
COc1ccc(OC)c(CN2CCN(CC(=O)Nc3ccccc3C(=O)NC3CC3)CC2)c1	-1%	-0.3	60	0.8%[50 µM]

Of the compounds above, these contain a nitro group on carbon.
SMILES	NS5 inhibitors	NTR1 agonist	NTR1 agonist cell count 20 µM	UTI89 phage lysis	others
O=C(CCN1C(=O)c2cccc([N+](=O)[O-])c2C1=O)NC1CCCCCC1	11%	4.7	41	i
Cc1ccc(S(=O)(=O)/N=C(/Nc2ccc([N+](=O)[O-])cc2[N+](=O)[O-])c2ccccc2)cc1	3%	0.3	49	-3.5%

(more compounds)
SMILES	NS5 inhibitors	NTR1 agonist	NTR1 agonist cell count 20 µM	UTI89 phage lysis	others
CC(=O)Nc1ccc(S(=O)(=O)NCC(=O)Nc2ccc3c(c2)OCO3)cc1	-3%	0.5	50	-2.1%
CCc1ccc(C(=O)NNC(=O)CN2C(=O)NC3(CCCC3)C2=O)cc1	1%	-1.8	61	0.5%[50 µM]
Cc1ccc(C2=CSC3=NCCN23)cc1	2%	0.1	51	0.5%
O=C1C[C@@H](c2ccccc2)Oc2cc(O)cc(O)c21	-1%	1.7	74	-0.9%
C=CCNS(=O)(=O)NC(=O)C1=C(N2CCCC2)COC1=O	-9%	1.1	67	1.0%
CCC1(CC)C(=O)C2=C3C1[C@H](C(=O)OC)C=C(C(=O)OC)C[C@H]3n1c(=O)n(-c3ccccc3)c(=O)n1[C@H]2C (some centres not stated)	-1%	-0.6	59	1.0%
COc1cc(OC)cc(-c2cc3ccccc3c(=O)o2)c1	7%	0.6	49	0.2%
CC1CCC(NC(=O)COC(=O)C2CC3CCCC(C2)C3=O)CC1 (configuration not stated)	-10%	-0.6	56	1.3%[50 µM]
CC(=O)C[C@H]1c2cc(F)ccc2S(=O)(=O)N1c1ccc(N(C)C)cc1	12%	2.3	75	1.0%
COc1ccc(NC(=O)CNc2ccccc2N2CCCC2=O)cc1S(=O)(=O)N1CCOCC1	2%	-2.7	58	0.4%[50 µM]
CC(NC(=O)CN(C)CC(=O)Nc1ccc(Cl)c(C(F)(F)F)c1)c1ccccc1 (configuration not stated)	-1%	4.0	65	-1.3%[50 µM]
CCc1noc(C)c1C(=O)NNC(=O)c1nn(CC)c(=O)c2ccccc12	-9%	0.5	48	1.0%[50 µM]
CCN(C(=O)COC(=O)CCNS(=O)(=O)c1ccccc1F)c1c(N)n(Cc2ccccc2)c(=O)[nH]c1=O	4%	3.4	67	0.6%[50 µM]
COc1cc(C(=O)NNC(=O)/C=C/c2ccco2)cc(OC)c1OC	-2%	-2.4	55	0.9%[50 µM]
C[C@@]12C(=O)Nc3ccc(Cl)cc3C(=O)N1[C@H]1c3cc(Cl)ccc3OC[C@@H]1[C@@H]2c1ccccc1	-3%	-1.8	42	2.5%

4 structures from above, sorted by SMILES length, ascending.
SMILES	NS5 inhibitors	NTR1 agonist	NTR1 agonist cell count 20 µM	UTI89 phage lysis	others
Cc1[nH]c2ccccc2c1C(=O)C(C)Sc1nnc(C2CC2)o1 (configuration not stated)	4%	-2.6	59	0.4%[50 µM]
CC(C)(C)c1ccc(OCCC(=O)NCC(c2cccs2)N2CCOCC2)cc1 (configuration not stated)	-1%	4.3	53	0.0%[50 µM]
CN1C(C(=O)Nc2ccc(C(=O)O)cc2)=C(O)c2ccccc2S1(=O)=O	1%	4.7	50	0.2%[50 µM]
CCN(C(=O)CSc1n[nH]c(-c2ccccc2)n1)c1c(N)n(Cc2ccccc2)c(=O)[nH]c1=O	-7%	2.1	72	0.5%[50 µM]

Some of the compounds tested (hit frequency here may not be typical).
